Source: PubChem (The Scripps Research Institute Molecular Screening Center)
TDP2 inh – TDP2 (human) inhibition, absorbance primary screen; inhibition, % at 12.8 µM; O95551; 370,000 compounds, 0.34% hits; recombinant TDP2, T5PNP hydrolysis, p-nitrophenol absorbance 415 nm; AID 720702;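 active = inhibition above the mean of all tested compounds plus 3 SD, set per campaign, cut at about 25% in these data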;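 note: 0% = DMSO with enzyme and 100% = buffer with substrate but no TDP2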
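Assay system: recombinant human TDP2 / Reagent: T5PNP substrate at 5 mM, a TopII-DNA adduct mimic / Measured by: epi absorbance from released p-nitrophenol / Evaluation: % inhibition relative to enzyme-containing and enzyme-free wells / Control set: enzyme-free and DMSO wells / Replicates: each compound tested once, singlicate / Schedule: enzyme reaction with compound for 2 h at 37 °C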
SIAE primary – human SIAE inhibition, primary screen; AID 1053197; SIAE FP-Rh probe binding, fluorescence polarization; 370,000 compounds, 0.69% hits; inhibition, % at 9.66 µM;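 active = inhibition above a cutoff: mean of compounds within the control limits plus 3 SD of those, cut at about 17% in these data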;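 note: 0% = plate median of compound wells and 100% = probe without SIAE protein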
LEDGF integ inh – blocks HIV-1 LEDGF/p75-dependent DNA integration | TR-FRET IN-LEDGF/p75 DNA integration, Eu/Cy5 | inhibition, % at 3.7 µM | 370,000 compounds, 0.64% hits;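 active = inhibition above the screen-wide mean plus 3 SD, cut at about 13% in these data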;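 note: signal is the Cy5 over europium emission ratio at 671 and 618 nm; 0% = plate median of compound wells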
UHRF1 binding – human UHRF1 methylated DNA binding inhibitors | Q96T88 | UHRF1 binding to methylated oligo, TR-FRET | inhibition, % at 4.4 µM | 370,000 compounds, 0.75% hits; in the data active = inhibition above about 21%;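 note: UHRF1 SRA domain binding a hemimethylated CpG hairpin DNA probe; 0% = median of test compound wells and 100% = reference inhibitor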
Target sequence (Q96T88 whole entry, looked up, the tested form may be a part): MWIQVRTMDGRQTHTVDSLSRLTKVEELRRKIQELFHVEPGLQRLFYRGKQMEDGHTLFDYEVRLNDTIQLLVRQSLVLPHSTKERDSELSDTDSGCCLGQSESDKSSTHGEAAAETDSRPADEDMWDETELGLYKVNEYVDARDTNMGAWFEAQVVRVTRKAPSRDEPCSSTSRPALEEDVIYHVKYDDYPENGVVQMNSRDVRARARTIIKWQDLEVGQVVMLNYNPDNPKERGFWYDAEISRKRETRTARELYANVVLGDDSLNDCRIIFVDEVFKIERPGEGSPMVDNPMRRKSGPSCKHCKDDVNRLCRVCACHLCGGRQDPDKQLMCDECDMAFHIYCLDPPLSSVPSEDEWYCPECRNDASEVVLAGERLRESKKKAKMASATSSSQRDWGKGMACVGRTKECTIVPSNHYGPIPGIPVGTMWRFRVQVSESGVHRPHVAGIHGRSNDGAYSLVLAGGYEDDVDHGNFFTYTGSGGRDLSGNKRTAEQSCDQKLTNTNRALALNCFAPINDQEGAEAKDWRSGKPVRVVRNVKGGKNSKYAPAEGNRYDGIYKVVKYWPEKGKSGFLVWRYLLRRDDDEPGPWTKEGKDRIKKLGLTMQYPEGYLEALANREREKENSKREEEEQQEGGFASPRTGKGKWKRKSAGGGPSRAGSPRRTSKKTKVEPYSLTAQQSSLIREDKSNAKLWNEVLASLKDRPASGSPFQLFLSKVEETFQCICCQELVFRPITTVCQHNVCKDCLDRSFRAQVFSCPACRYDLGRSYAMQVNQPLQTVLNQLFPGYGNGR
HTRA1 inhibitor – inhibitors of human serine peptidase HTRA1 | Q92743 | recombinant HTRA1, FP-rhodamine activity-based probe, fluorescence polarization | inhibition, % at 5.96 µM | 340,000 compounds, 0.5% hits; in the data active = inhibition above about 36%;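 note: 0% = enzyme with DMSO and 100% = wells lacking enzyme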
PRMT1 inh – blocks human protein arginine methyltransferase 1; recombinant PRMT1, activity-based probe fluorescence polarization; Q99873; 370,000 compounds, 1.3% hits; AID 652257; inhibition, % at 2.79 µM;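 active = inhibition above about 21% made by adding two undisclosed values, limit read from the data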
PG9 binder – binds the HIV-1 gp120 antibody PG9; TR-FRET gp120-PG9 antibody binding; 360,000 compounds, 0.43% hits; inhibition, % at 6.7 µM; in the data active = inhibition above about 8.5%
Tn7 DDE FP – DD(E)-Tn7 binding inhibition, primary FP screen; P02675; FP displacement of FITC-Tn7 peptide from fibrin DD(E); 0% = median of compound wells per plate; inhibition, % at 8.3 µM; 370,000 compounds, 0.13% hits;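 active = inhibition above the mean of compounds falling within the control limits plus 3 SD of them, cut at about 14% in these data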;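 note: 0% = plate median of compound wells and 100% = 10 µM Aha-Tn7 peptide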
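Test system: human clot-derived fibrin DD(E) complex / Quantity: 2 µM final DD(E) protein / Incubation: 10 min plus 3 h, room temperature / Measured by: fluorescence polarization / Benchmarks: high control of 10 µM Aha-Tn7 peptide / Replicates: singlicate testing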
ABHD4 inh – ABHD4 (mouse) inhibition, primary FP screen | inhibition, % at 8.92 µM | 370,000 compounds, 0.54% hits | Q8VD66 | purified mABHD4, FP-Rh probe fluorescence polarization;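 active = inhibition exceeding the mean over every tested compound plus 3 SD, cut at about 30% in these data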;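 note: 0% = plate median of compound wells and 100% = S159A mutant with DMSO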
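assay system = mABHD4 protein | compound dosing = single nominal dose of 8.92 µM, 0.89% DMSO final | read-out basis = percent inhibition of probe binding, normalized to plate controls | schedule = Enzyme–compound pre-incubation 45 min, then probe 60 min, both 25 °C | detection = fluorescence polarization, excitation 525 nm, emission 598 nm, BODIPY TMR filters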
TCR CD3 inh – inhibitors of human TCR-CD3 interaction; TAMRA-labeled TCR probe fluorescence, biochemical; inhibition, % at 9.4 µM; 360,000 compounds, 0.37% hits; AID 651800; in the data active = inhibition above about 19%;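 note: recombinant mutant TCR 2C K166C tagged with TAMRA read by polarization; 0% = receptor in buffer alone and 100% = receptor with positive control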
* marks the source's active call; other numbers are inactive results; x = not tested or not shown.

SMILES	TDP2 inh	SIAE primary	LEDGF integ inh	UHRF1 binding	HTRA1 inhibitor	PRMT1 inh	PG9 binder	Tn7 DDE FP	ABHD4 inh	TCR CD3 inh
Oc1ccc(Br)c(CN2CCN(c3ncc(Cc4ccccc4)cn3)CC2)c1	-4	-6	-6	-1	x	4	-1.9	-3	-26	-10
COc1ccc(C(=O)NCC(=O)NCC(=O)OCc2ccc(Cl)cc2)cc1	-6	1	-10	2	2	-1	-3.0	-4	-3	-5
O=C(NCc1cn2ccsc2n1)c1c(F)cccc1Cl	-8	5	4	1	0	3	0.0	-6	-3	-8
CCOc1cc(N2CCOCC2)c(OCC)cc1NC(=O)c1c(C)noc1C	9	11	-5	-1	6	2	-2.3	6	3	2
CCC(C)Sc1nnc(CNC(=O)C23CC4CC(CC(C4)C2)C3)n1C1CCCCC1 (configuration not stated)	4	2	-5	-3	7	3	-0.3	3	6	4
O=S(=O)(c1ccc(Oc2ccc(S(=O)(=O)N(CCO)CCO)cc2)cc1)N(CCO)CCO	8	12	2	-1	-3	-4	-0.1	1	2	2
COC(=O)[C@]12C[C@H](CC(=O)N3CCOCC3)C(=O)N(Cc3ccco3)C1=C[C@H](C(C)C)O[C@@H]2C1CC1	-7	5	7	-1	x	-1	x	-5	1	x
COc1ccccc1NC(=O)CN1CCN(CC(=O)Nc2ccc(F)cc2F)CC1	8	-4	-4	0	-4	2	1.8	7	0	-10
Cn1c(/C(C#N)=C(\O)c2cc(Cl)sc2Cl)nc2ccccc21	1	2	-2	-3	-1	-4	2.2	-6	0	-3
Cc1cc(C)n2nc(C(=O)OCC(=O)N3C(C)CCCC3C)nc2n1 (configuration not stated)	-1	3	-3	0	7	2	-1.1	-7	7	-4
CC1(c2nnnn2-c2ccc3c(c2)OCCO3)CCC(=O)N1C1CC1 (configuration not stated)	4	0	-4	1	x	6	0.8	4	5	-2
CCC(=O)N1CCN(c2ccc(NC(=O)c3ccc(N4CCCC4)c([N+](=O)[O-])c3)cc2)CC1	3	4	2	-2	8	-4	0.2	6	-4	-2
O=C(c1c[nH]c(C(=O)N2CCN(Cc3ccccc3)CC2)c1)C1CCCCC1	-6	-1	-6	3	-2	3	-0.6	2	2	-2
COC(=O)c1ccc(Oc2nc(N3CCCCC3)nc(N3CCOCC3)n2)cc1	8	-3	-2	0	-6	-2	1.9	7	2	7
O=C(COC(=O)[C@H](Cc1ccccc1)NC(=O)c1cccs1)Nc1ccccc1C(F)(F)F	3	-1	5	0	-12	-2	-0.1	-8	-6	3
Cc1cccc(NC(=O)COC(=O)CNC(=O)C2CCCCC2)c1	-4	-2	0	-5	-4	-2	-1.3	-2	-1	8
Cc1ccc(C(=O)N2CCCC(Nc3ccc(C(C)C)cc3)C2)cn1 (configuration not stated)	-5	1	-3	1	0	5	0.6	7	-9	-1
CN(C)Cc1cccc(-c2ccccc2)c1O	-2	8	0	1	7	1	-0.8	1	2	-6
Cc1ccccc1OCCNC(=S)Nc1ccccc1	5	1	4	0	-4	-2	0.0	4	-4	-8
COCCN(CC(=O)NCc1ccccc1)C(=O)CCC(=O)Nc1ccccn1	-7	-9	-2	-1	-2	4	1.4	-1	-11	-3

The final two records of the section above open the next one:
SMILES	TDP2 inh	SIAE primary	LEDGF integ inh	UHRF1 binding	HTRA1 inhibitor	PRMT1 inh	PG9 binder	Tn7 DDE FP	ABHD4 inh	TCR CD3 inh
Cc1ccccc1OCCNC(=S)Nc1ccccc1	5	1	4	0	-4	-2	0.0	4	-4	-8
COCCN(CC(=O)NCc1ccccc1)C(=O)CCC(=O)Nc1ccccn1	-7	-9	-2	-1	-2	4	1.4	-1	-11	-3
Cc1cc2n(n1)C(c1sccc1C)Nc1ccccc1-2 (configuration not stated)	3	0	-7	1	-14	3	2.7	-5	-10	2
COc1ccc(CCNC(=O)CSCc2ccc(Br)cc2)cc1OC	9	-1	-2	0	0	-6	-1.9	1	-1	0
CC(NC(=O)C1CCCCC1)c1ccc2c(c1)OCCO2 (configuration not stated)	-5	1	0	0	2	2	-0.3	-6	4	-2
Cc1ccc(C(=O)NC2CCCCN(C)C2=O)cc1 (configuration not stated)	5	-4	-3	1	x	4	-0.5	8	-2	4
COc1ccc(C(=O)NNC(=O)CSc2nnc3ccccn23)cc1OC	10	2	2	-1	1	-2	1.4	4	3	-1
Cc1cc(C)nc(SCc2cccc(C(=O)O)c2)n1	1	7	0	3	-2	2	0.8	0	-1	-4
O=C(CSc1nc2ccccc2c(=O)n1CCCN1CCOCC1)Nc1cccc(S(=O)(=O)N2CCCCCC2)c1	-4	-9	3	3	-19	5	1.4	1	-6	3
Cc1c(C(=O)N2CCCC2)c(S(=O)(=O)NCC(C)c2ccccc2)c(C)n1C (configuration not stated)	-9	-2	-1	2	3	-2	-0.7	5	2	4
CC(=O)C1=NOC(CNC(=O)c2c(-c3ccccc3Cl)noc2C)C1 (configuration not stated)	-13	-1	-2	1	8	0	-1.6	1	0	11
O=C(OCCO)c1c(C2=CCCCC2)oc2c1C(OCCO)CCC2 (configuration not stated)	1	-2	4	-1	x	0	-2.2	-12	-5	5
Cc1ccc(C(=O)N2CCC(Cc3ccccc3)CC2)cc1[N+](=O)[O-]	-6	8	4	1	-13	-5	-1.2	-7	1	-3
Cc1ccc(N2C(S)=C(C#N)C(=O)NC2c2cccs2)cc1 (configuration not stated)	-12	-9	-5	4	4	17	-2.1	3	-5	-5
O=C(O)c1ccc2c(c1)OCCO2	-8	-4	0	3	1	0	1.1	-8	8	4
CCCc1nc(N)c(C#N)c(-c2ccco2)c1CC	-5	-8	-5	-1	-4	4	-0.3	5	5	-1
CCOC(=O)C(C#N)C(=N)C1C(=O)OC2CCCCC21 (configuration not stated)	-1	-1	1	0	6	4	0.0	-5	5	-2
CCOCCCNC(=O)Cc1c(C(=O)O)[nH]c2ccc(Cl)cc12	1	-2	-3	1	2	5	1.4	1	-4	-2
CC[C@@H](C)[C@@H]1CN([C@@H](C)CN2CCC[C@H]2CN2C(N)=NC[C@H]2C(C)C)C(=N)N1CCc1ccc(Cl)c(Cl)c1	-5	5	-4	0	-2	3	0.0	-9	15	-1
Cc1ccc(S(=O)(=O)N2[C@@H](c3cccc(Cl)c3)C(C(=O)O)=CC[C@H]2c2ccc(Cl)c(Cl)c2)cc1	8	-16	-3	-3	-35	2	-1.2	3	4	-6
COc1ccc(C2CC(c3ccccc3)=NN2C(=O)c2cccs2)cc1 (configuration not stated)	-1	-13	0	1	-35	-3	0.3	5	-8	5
c1ccc(CSc2nnc(-c3ccco3)n2Cc2ccccc2)cc1	4	5	2	1	-10	3	-1.3	-6	-7	6
Cc1cccn2c(=O)c(C=O)c(N3CCN(c4ccccc4)CC3)nc12	6	3	-2	0	-7	2	-0.8	-5	-2	3
CC(=O)Nc1cc(-c2cccc(C(=O)NCCN(C)C)c2)cn2c(-c3ccc(F)c(Cl)c3)cnc12	6	-11	2	1	x	-5	0.0	-1	-1	6
CC(=O)Nc1cccc(NC(=O)c2ccc(COc3ccccc3)cc2)c1	-19	-11	-2	1	-33	-3	3.7	-7	-11	-2
COc1cccc(COC(=O)C2CC(=O)N(Cc3ccco3)C2)c1OC (configuration not stated)	10	-1	0	1	-1	-1	-0.6	4	-7	4
NC(=O)C1CCN(C(=O)c2cnn(-c3ccccc3)c2NC(=O)c2cccc(F)c2)CC1	0	-3	0	2	0	3	-0.5	-3	2	4
CC1(NC(=O)Cc2ccc(S(=O)(=O)N3CCOCC3)s2)CCS(=O)(=O)C1 (configuration not stated)	4	-2	1	2	4	2	-1.4	3	1	5
c1ccc(-c2cnnn2-c2ccccc2)cc1	9	3	1	0	1	1	0.6	1	6	6
Cc1ccc(-c2csc3nnc(SCC(=O)N4CCN(Cc5ccccc5)CC4)n23)cc1	8	4	0	-4	-11	2	-1.5	-4	-5	4
CS(=O)(=O)Nc1ccc(F)cc1	14	-2	-2	1	x	-2	0.4	6	8	4
CNCC(O)c1ccc(O)c(O)c1 (configuration not stated)	8	5	-4	-2	2	17	-2.4	-9	18	-6
COc1ccccc1NC(=S)NCC1CCCO1 (configuration not stated)	-9	-4	-4	8	-5	6	0.9	-1	-9	-6
Cc1ccc(S(=O)(=O)NCC(=O)NCC(=O)N2CCC(C)CC2)cc1	-1	-2	0	-5	3	0	0.0	5	2	9
Cc1cc(-c2nnc(CCC(=O)N(C)Cc3cccc4ccccc34)o2)no1	-3	0	0	1	0	-1	0.9	-4	4	2
CC(C(=O)Nc1cccnc1)n1cc([N+](=O)[O-])cn1 (configuration not stated)	13	-4	-3	-1	3	-4	0.7	-2	1	-3
CCCCc1ccc(S(=O)(=O)N2CCC3(CC2)OCCO3)cc1	-7	12	3	0	-5	1	-1.2	2	-5	-4
Cc1c([N+](=O)[O-])cc(C(=O)Nc2ccc(Cc3ccncc3)cc2)cc1[N+](=O)[O-]	3	1	2	2	-12	2	-0.6	5	0	3
Cc1cc(C(F)F)n2ncc(C(=O)N3CCCCC3)c2n1	-4	2	4	6	2	-1	-1.1	-2	-17	-4
O=C(CN1C(=O)COc2ccc(Cl)cc21)N1CCOCC1	-10	-4	1	0	5	-2	-2.5	-6	4	5
CCC(=O)NC(Nc1cccc(C)n1)(C(F)(F)F)C(F)(F)F	9	6	0	1	4	1	-1.2	-1	1	-7
COc1ccc2[nH]c(C)c(CCN(Cc3cccs3)C(=S)Nc3ccccc3OC)c2c1	-3	2	3	-7	8	6	-1.3	-6	4	-1
CCCCCCN1C[C@H](O)[C@@H](n2cc(COC(=O)c3ccccc3)nn2)C[C@@H]1c1ccc(C)cc1	-5	-3	2	0	-54	-10	0.1	4	-2	-5
COc1ccc(C(=O)N2CCC(C(=O)c3c(C)cc(C)cc3C)CC2)cc1	1	3	3	2	-2	-4	-1.1	0	2	4
Cn1c(=O)c2c(SCC(=O)Nc3cccc(F)c3)nc(-c3ccco3)nc2n(C)c1=O	-14	0	-5	1	0	7	-0.2	9	2	-12
C/C(=N\NS(=O)(=O)c1ccc(Cl)c([N+](=O)[O-])c1)c1ccc(C)o1	-3	-4	-1	2	0	17	-1.1	-5	8	-6
CCCNC(=O)C1CCN(S(=O)(=O)c2cccc3nonc23)CC1	-6	-4	-2	1	-1	20	-1.4	5	-5	2
Cc1ccc(CNC(=O)CCn2cc(-c3ccc(C)cc3)nc2CCN)cc1	6	4	0	-1	-5	0	-1.9	-7	8	1
